Screens (PubChem)
NPSR antagonist: antagonists of human neuropeptide S receptor cAMP signaling. 220,000 compounds, 1% hits. CHO-NPSR cells, cAMP TR-FRET, antagonist mode. Potency, µM (series often up to 38.3 µM), inactives show at the highest dose activity change, negative = inhibition, hits mostly inhibitors. Q6W5P4; further: potency means the concentration at half of the fitted maximal effect; on the % scale 0 is the no-effect control and ±100 the full control effect; nearly all actives have a fitted effect of over 50% in size; many of its hits are not listed in these tables
KinaseGlo FLuc: Kinase-Glo luciferase inhibition (counter-screen); Q27757; Kinase-Glo luciferase, ATP luminescence, 8 min; Potency, µM (top dose mostly 38.3 µM), for inactives: top-dose activity change, negative = inhibition, usual class: inhibitors; 200,000 compounds, 0.28% hits; AID 1379; further: potency means the concentration at half of the fitted maximal effect; on the % scale 0 is the no-effect control and ±100 the full control effect; nearly all actives have a fitted effect of over 60% in size
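Compound is pinned into ATP-containing buffer (10 uM ATP, imidazole pH 7.2, 7 mM MgCl2). Kinase-Glo luciferase reagent is then added. Light output is recorded following an 8-min room-temperature incubation.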
IMPase Li inh: cell-permeable IMPase inhibitors with lithium potentiation. Potency, µM (titrated, usually from 59.4 µM), without a hit: at the highest dose activity, negative = IMPase inhibition, most hits filed as inhibitors. 210,000 compounds, 0.35% hits. AID 1457. CHO-M1 cells, IP1 TR-FRET (IP-One), carbachol + lithium;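 further: IP1 builds up when IMPase is blocked and the TR-FRET signal falls; potency means the concentration at half of the fitted maximal effect; plate controls were basal vehicle for no effect and high inhibitor control for full effect; nearly all actives have a fitted effect of over 50% in size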
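CHO cells stably expressing M1 receptor (2000/well) were cultured 16–30 h, then exposed to compounds with a small lithium addition for 30 min at 37C. IP1 was measured by TR-FRET competition; AC50 from Hill fits.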
HTT aggregate: mutant huntingtin aggregation inhibition; AID 1688; PC12 HttQ103-GFP aggregates, Acumen cytometry, 40 h; Potency, µM (highest dose often 46.1 µM), without a hit: at the highest dose activity change, negative = inhibition, usual class: inhibitors; 220,000 compounds, 1.1% hits; further: potency means the concentration at half of the fitted maximal effect; on the % scale 0 is the no-effect control and ±100 the full control effect; nearly all actives have a fitted effect of over 60% in size
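Inducible Q103 Huntingtin exon 1–GFP PC12 line, 1500 cells/well in phenol red free DMEM with 5% equine and 5% calf serum. Tebufenozide 100 nM induced expression; compounds titrated; aggregates quantified by cytometry.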
Epigenetic reg: derepresses silenced GFP reporter in murine cells | AID 1865 | Potency, µM (highest dose often 53.9 µM), without a hit: at the highest dose GFP activation, most hits filed as activators | murine LDR cells, GFP reporter derepression, 30 h | 280,000 compounds, 0.2% hits; further: potency means the concentration at half of the fitted maximal effect; % of control where 0% means no effect; nearly all actives have a fitted effect of over 60% in size
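In this reporter-derepression format, murine cells bearing a silenced integrated CMV-GFP locus incubate with test compound (30 h, 37 C), then are washed and imaged; fluorescent objects of 20–120 um count as induced cells.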
CBFb-RUNX1 inh: blocks binding between human CBF-beta and RUNX1; 230,000 tested, under 10 active; Potency, µM (titrated, usually from 59.8 µM), inactives show at the top dose activity, negative = inhibition, usual class: inhibitors; AID 1477; AlphaScreen CBFb-His/RUNX1-biotin binding, biochemical; Q01196+Q13951; further: % of control where 0% means no effect
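AlphaScreen binding: CBFb-His and RUNX1-biotin (30 nM each) preincubated 20 min, compound added for 15 min, then nickel and streptavidin beads for 90 min, all at room temperature. Disruption of the interaction by any mechanism counts as activity.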
L3MBTL1 block: L3MBTL1 (human) inhibition. Q9Y468. AlphaScreen L3MBTL1–H3K9me1 peptide binding. Potency, µM (series often up to 57.1 µM), for inactives: at the top dose activity, negative = inhibition, actives largely listed as inhibitors. 230,000 compounds, 0.66% hits. AID 485360; further: potency means the concentration at half of the fitted maximal effect; on the % scale 0 is the no-effect control and ±100 the full control effect; nearly all actives have a fitted effect of over 60% in size
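Displacement of a biotinylated histone H3(1-15) peptide monomethylated at Lys9 (75 nM) from L3MBTL1 (50 nM) was measured by AlphaScreen after a 30 min room-temperature compound incubation; cefsulodin titration served as intraplate control.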
* hit, by the source's call; ? = inconclusive; . = not tested or not shown; & = joins results of further samples; [ ] = remark or other dose. The call rests on the fitted dose curve; in most records, active means well fitted curve in the direction sought with a large enough effect; inconclusive means small, poorly fitted or top-dose-only effect, or another doubt; inactive means no such curve, though single readings can be large; an effect the other way counts as inactive or inconclusive. This is a subset; count on the stated rates, not on these rows.

SMILES	NPSR antagonist	KinaseGlo FLuc	IMPase Li inh	HTT aggregate	Epigenetic reg	CBFb-RUNX1 inh	L3MBTL1 block
CC(C)C(c1nnnn1CCc1ccccc1)N1CCN(C(=O)c2ccco2)CC1 (stereo unspecified)	-7%[46.1 µM]	3%	1%[38.3 µM]	-23%	-1.6%	3%	1%
CC(C)N(C)CCOC(=O)c1ccccc1Br	13%	-2%	9%	-13%	-1.3%	-2%	5%
COc1ccccc1NC(=O)C1CC(=O)OC1c1ccccc1 (stereo unspecified)	-4%[46.1 µM]	.	.	13%	-6.0%	4%	-4%
O=C1NC(=O)C2(COC(c3cccc([N+](=O)[O-])c3)OC2)S1 (stereo unspecified)	11%	-1%	-2%	-9%	-0.4%	-2%	11%
CCCCn1c(N)c(NCc2ccccc2OC)c(=O)[nH]c1=O	11%	-1%	3%	-6%	?	-4%	8%
CCN(CC)C(=O)COc1ccc2oc(-c3ccco3)cc(=O)c2c1	-3%	1%	-4%	15%	2.5%	8%	-23%
Cc1nonc1NC(=O)CSc1nc2ccccc2cc1C#N	?	-1%	-7%	43%	9.0%	-23%	5%
C=C(C)C(=O)Nc1cccc(C2=NOC3(C2)C[C@H](C(N)=O)N(C(=O)CC)C3)c1 (stereo partly specified)	15%	.	.	-1%[9.22 µM]	0.8%	.	.
O=c1[nH]c(=O)n(C2CCCO2)cc1Br (stereo unspecified)	-4%[46.1 µM]	-1%	21%[38.3 µM]	-19%	-0.9%	-1%	.
Cc1cccc(NC(=O)/C=C/c2ccc3c(c2)OCO3)n1	-13%	-29%	-7%	-12%	0.1%	12%	0%
C=CCSc1nc2c(c(=O)[nH]c(=O)n2C)n1CC	1%[46.1 µM]	1%	4%[38.3 µM]	4%	-1.9%	27%	-4%
CS(=O)c1ccccc1COC(=O)Nc1ccc(Cl)cc1 (stereo unspecified)	-20%[46.1 µM]	5%	37%[activator][38.3 µM]	-5%	-1.2%	13%	16%

Rewritten with each value named: entries from further up
SMILES: C=C(C)C(=O)Nc1cccc(C2=NOC3(C2)C[C@H](C(N)=O)N(C(=O)CC)C3)c1 (stereo partly specified)
  NPSR antagonist = 15%
  KinaseGlo FLuc = .
  IMPase Li inh = .
  HTT aggregate = -1%[9.22 µM]
  Epigenetic reg = 0.8%
  CBFb-RUNX1 inh = .
  L3MBTL1 block = .

SMILES: O=c1[nH]c(=O)n(C2CCCO2)cc1Br (stereo unspecified)
  NPSR antagonist = -4%[46.1 µM]
  KinaseGlo FLuc = -1%
  IMPase Li inh = 21%[38.3 µM]
  HTT aggregate = -19%
  Epigenetic reg = -0.9%
  CBFb-RUNX1 inh = -1%
  L3MBTL1 block = .

The main list resumes, repeating the 2 entries before the break.
SMILES	NPSR antagonist	KinaseGlo FLuc	IMPase Li inh	HTT aggregate	Epigenetic reg	CBFb-RUNX1 inh	L3MBTL1 block
C=CCSc1nc2c(c(=O)[nH]c(=O)n2C)n1CC	1%[46.1 µM]	1%	4%[38.3 µM]	4%	-1.9%	27%	-4%
CS(=O)c1ccccc1COC(=O)Nc1ccc(Cl)cc1 (stereo unspecified)	-20%[46.1 µM]	5%	37%[activator][38.3 µM]	-5%	-1.2%	13%	16%
Cc1ccc(Sc2c(C#N)c(-c3ccccc3)nn2C)cc1	-22%[46.1 µM]	2%	10%[38.3 µM]	-5%	0.8%	?	61%[activator]
Cc1[nH]n(C)c(=O)c1C(=O)c1c(-c2ccccc2Cl)noc1C	54%	.	.	4%[9.22 µM]	0.0%	11%	3%
O=C(O)c1cc([N+](=O)[O-])ccc1NCc1ccccc1Cl	-32%	.	-1%	-3%	-1.3%	-8%	.
CNc1nc(SCC(=O)OC)nc(N2CCOCC2)n1	13%[46.1 µM]	1%	-2%[38.3 µM]	5%	3.9%	9%	47%[activator]
COc1ccc2nc(SCCOC(=O)Nc3ccc(Cl)cc3)nc(C)c2c1	-3%	4%	16%	-9%	0.0%	5%	-4%
CCOC(=O)c1oc2c(CN3CCN(C)CC3)c(O)ccc2c(=O)c1-c1ccccc1OC	3%	4%	1%	15%	0.0%	-1%	3%
CC(C)CN(C(=O)CN1CCN(c2ccc(O)cc2)CC1)c1c(N)n(CC(C)C)c(=O)[nH]c1=O	1%	0%	4%	-20%	0.0%	-6%	-10%
COc1cc(-c2nc(N)n[nH]2)cc(OC)c1OC	2%[46.1 µM]	12%	-16%[38.3 µM]	33%	-1.1%	4%	-4%
COc1ccc(-c2cc(=O)oc(-c3cccc(C)c3)n2)cc1	20%	.	.	-11%[9.22 µM]	-0.7%	-7%	13%
CCOC(=O)c1c(C)cc(C)n2c1nc1ccccc12	3%[46.1 µM]	-4%	-21%[38.3 µM]	-9%	-1.1%	6%	13%
Cc1cc(C)n(-c2nc3nonc3nc2-n2nc(C)cc2C)n1	0%[46.1 µM]	-2%	13%[38.3 µM]	0%	0.9%	5%	1%
CCCCCN1CN(S(=O)(=O)c2cccs2)c2nc3ccccc3nc21	-9%	.	.	-2%[9.22 µM]	2.1%	7%	5%
NC(=O)COc1ccc(Cc2ncc(C(F)(F)F)cc2Cl)cc1	6%	4%	0%	10%	-2.3%	5%	0%
O=C(NCc1ccc2c(c1)OCO2)C1CC(c2cccc(Br)c2)=NO1 (stereo unspecified)	1%[46.1 µM]	0%	-7%[38.3 µM]	-9%	0.0%	3%	-2%
Cc1nc(NC(=O)c2cccc(Cl)c2)sc1C(=O)N1CCCCC1	53%	0%	16%	28%[9.22 µM]	0.0%	?	32%[activator]
Cc1nn(Cc2ccc(F)cc2)c(Cl)c1/C=N/NC(=O)c1cccnc1	9%	-6%	-11%	-9%	2.6%	8%	-7%
Cc1cc(C2=NNC(=NC3CC3)SC2)c(C)n1-c1ccccc1F	-9%	11µM*	-11%	13%	0.0%	4%	-8%
CS(=O)(=O)c1ccc2nc(NC3(C(F)(F)F)N=C4SCCN4C3=O)sc2c1 (stereo unspecified)	-8%[46.1 µM]	-2%	-5%[38.3 µM]	-2%	1.9%	4%	.
Cn1c(=O)c2c(ncn2C)n(C)c1=O	2%[46.1 µM]	1%&-3%&-1%	4%&9%&-10%&9%&5%	7%	-0.3%&2.3%&-0.5%&-0.3%&1.0%	14%	.
Cc1ccc(F)cc1S(=O)(=O)NCc1ccc(N2CCN(C)CC2)cc1	2%[7.67 µM]	.	.	3%[9.22 µM]	0.0%	5%	-9%
CC(C)=C1C(=O)NN(c2cccc(Cl)c2)C1=O	18%	-2%	-6%	26%	1.0%	-25%	-2%
O=C(O)C1CCCCC1C(=O)Nc1nc(-c2ccc(Cl)s2)cs1 (stereo unspecified)	-22%	1%	-5%	5%	0.9%	-11%	-2%

Shown with values under each structure: entries from further up.
Below each compound – NPSR antagonist	KinaseGlo FLuc	IMPase Li inh	HTT aggregate	Epigenetic reg	CBFb-RUNX1 inh	L3MBTL1 block
Cc1nc(NC(=O)c2cccc(Cl)c2)sc1C(=O)N1CCCCC1
→ 53%	0%	16%	28%[9.22 µM]	0.0%	?	32%[activator]
Cc1nn(Cc2ccc(F)cc2)c(Cl)c1/C=N/NC(=O)c1cccnc1
→ 9%	-6%	-11%	-9%	2.6%	8%	-7%
Cc1cc(C2=NNC(=NC3CC3)SC2)c(C)n1-c1ccccc1F
→ -9%	11µM*	-11%	13%	0.0%	4%	-8%
CS(=O)(=O)c1ccc2nc(NC3(C(F)(F)F)N=C4SCCN4C3=O)sc2c1 (stereo unspecified)
→ -8%[46.1 µM]	-2%	-5%[38.3 µM]	-2%	1.9%	4%	.
Cn1c(=O)c2c(ncn2C)n(C)c1=O
→ 2%[46.1 µM]	1%&-3%&-1%	4%&9%&-10%&9%&5%	7%	-0.3%&2.3%&-0.5%&-0.3%&1.0%	14%	.
Cc1ccc(F)cc1S(=O)(=O)NCc1ccc(N2CCN(C)CC2)cc1
→ 2%[7.67 µM]	.	.	3%[9.22 µM]	0.0%	5%	-9%
